Compound activity deposited in PubChem BioAssay by National Center for Advancing Translational Sciences (NCATS).
TRb SRC2 PPI – disrupts binding of human TR beta to SRC2. P10828. TRbeta-SRC2 peptide binding, fluorescence polarization; receptor liganded with 1 µM T3. Potency, µM (series often up to 106 µM), for inactives: at the top dose activity change, negative = inhibition, actives largely listed as inhibitors. 280,000 tested, 0.065% active;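 also: plate controls were bound peptide for no effect and peptide without receptor for full effect; nearly all actives have a fitted effect of over 50% in size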
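Polarization signal, normalized between peptide-alone and full complex controls, measured compound effects on T3-liganded human TRb LBD (0.6 uM) binding 20 nM Texas Red SRC2 peptide after 5 hr.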
ALDH1A1 inh – blocks purified human ALDH1A1 activity; AID 1030; Purified ALDH1A1, NADH fluorescence, propionaldehyde substrate; 220,000 tested, 7.3% active; P00352; Potency, µM (titrated, usually from 75.3 µM), for the others: at the highest dose activity, negative = inhibition, actives largely listed as inhibitors; active = well fitted inhibition curve with a large enough effect, not every such curve was filed as active; inconclusive = small, poorly fitted or top-dose-only effect, or another doubt; inactive = no such curve, though single readings can be large or run the other way;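 also: plate controls were no enzyme wells and a reference inhibitor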
Target sequence (P00352 whole entry, looked up): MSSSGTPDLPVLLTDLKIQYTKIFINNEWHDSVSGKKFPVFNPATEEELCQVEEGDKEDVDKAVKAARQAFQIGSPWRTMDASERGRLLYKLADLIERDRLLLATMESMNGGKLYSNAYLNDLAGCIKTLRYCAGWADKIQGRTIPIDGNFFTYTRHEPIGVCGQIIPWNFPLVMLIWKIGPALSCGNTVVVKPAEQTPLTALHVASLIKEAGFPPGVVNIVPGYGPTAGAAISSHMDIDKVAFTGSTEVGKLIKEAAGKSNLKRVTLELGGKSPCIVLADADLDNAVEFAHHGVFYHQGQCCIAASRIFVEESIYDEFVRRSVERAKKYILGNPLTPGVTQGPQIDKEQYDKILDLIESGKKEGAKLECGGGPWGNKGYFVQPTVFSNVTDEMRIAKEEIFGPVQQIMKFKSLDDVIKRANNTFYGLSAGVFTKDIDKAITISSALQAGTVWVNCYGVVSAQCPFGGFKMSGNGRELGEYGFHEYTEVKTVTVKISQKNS
L3MBTL1 block – blocks human L3MBTL1; Q9Y468; AlphaScreen L3MBTL1–H3K9me1 peptide binding; Potency, µM (series often up to 57.1 µM), for inactives: at the top dose activity, negative = inhibition, actives largely listed as inhibitors; 230,000 tested, 0.66% active; AID 485360; also: nearly all actives have a fitted effect of over 60% in size
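First, the protein-peptide complex forms for 30 min at room temperature (L3MBTL1 50 nM, biotinylated H3K9me1 peptide 75 nM). Next, compounds are pin-transferred and incubated 30 min. Finally, AlphaScreen beads are added and read after 30 min.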
Tau fluor counter – counter-screen for tau fibril formation inhibitors; Potency, µM (highest dose often 57.7 µM), for the others: at the highest dose activity change, negative = decrease; tau K18 P301L Alexa594 fluorescence, heparin fibrillization; 280,000 tested, 0.93% active; AID 1463; also: nearly all actives have a fitted effect of over 55% in size
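Human K18 P301L tau (15 uM unlabeled plus 0.24 uM Alexa 594-labeled, final) in 100 mM sodium acetate pH 7 was mixed with compound and 20 uM heparin and incubated 6 hr at 37 C.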
Tau fibril FP – tau fibrillization inhibition (FP); P10636; K18 P301L tau heparin fibrillization, Alexa594 FP, 6 h; Potency, µM (titrated, usually from 57.7 µM), inactives show at the highest dose activity, negative = inhibition, actives largely listed as inhibitors; 280,000 tested, 0.39% active; AID 1468; also: nearly all actives have a fitted effect of over 55% in size
Target sequence (P10636 561-689 P618L limits assumed): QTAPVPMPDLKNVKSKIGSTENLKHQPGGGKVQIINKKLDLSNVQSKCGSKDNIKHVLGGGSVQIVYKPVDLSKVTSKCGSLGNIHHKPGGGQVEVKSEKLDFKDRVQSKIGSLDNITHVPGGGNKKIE
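Quantitative HTS format: compounds meet 15 uM recombinant K18 P301L tau and Alexa 594-tau tracer in 100 mM sodium acetate pH 7; 20 uM heparin triggers fibrillization at 37 C over 6 hr; FP gives the signal.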
GLA spleen mod – alpha-galactosidase A (human) modulation. 240,000 tested, 0.008% active. P06280. AID 2107. human spleen homogenate, 4MU-alpha-Gal fluorescence, 40 min. Potency, µM (series often up to 80 µM), without a hit: at the highest dose activity change, negative = inhibition, hits mostly inhibitors;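 also: 0% = enzyme with vehicle and -100% = no enzyme basal signal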
Target sequence (P06280 32-429 limits assumed): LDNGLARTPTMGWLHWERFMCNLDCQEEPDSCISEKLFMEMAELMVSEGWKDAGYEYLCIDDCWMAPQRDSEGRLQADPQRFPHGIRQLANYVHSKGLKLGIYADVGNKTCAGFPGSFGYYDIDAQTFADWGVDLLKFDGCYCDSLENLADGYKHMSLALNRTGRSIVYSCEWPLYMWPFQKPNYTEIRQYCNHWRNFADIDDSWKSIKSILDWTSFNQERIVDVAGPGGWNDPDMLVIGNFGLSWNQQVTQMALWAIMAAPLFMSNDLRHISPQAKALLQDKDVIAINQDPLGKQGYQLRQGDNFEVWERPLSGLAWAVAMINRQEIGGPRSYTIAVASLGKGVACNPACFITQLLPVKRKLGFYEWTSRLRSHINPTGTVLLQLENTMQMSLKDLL
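Human spleen homogenate (1 ug) as enzyme source, 4-methylumbelliferyl-alpha-D-galactopyranoside 1 mM final, citrate/phosphate pH 5.0 with 0.01% Tween-20. Compounds 40 min at 37C, NaOH/glycine stop; fluorescence Ex 365/Em 440, Hill-fit AC50.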
TR SRC2 fluor cs – Texas Red fluorescence interference in TRb-SRC2 counter-screen | TRb/SRC2 Texas Red total fluorescence interference | 280,000 tested, 0.29% active | Potency, µM (titrated, usually from 106 µM), inactives show at the top dose fluorescence change, negative = quenching; active = well fitted curve in either direction with a large enough effect; inconclusive = small, poorly fitted or top-dose-only effect
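Human TRβ ligand-binding domain (0.6 uM) and Texas Red SRC2 peptide (20 nM) in Tris buffer with 1 uM T3 and 5% DMSO were incubated with pinned compound for 5 hr at ambient temperature. Total fluorescence was computed as S + 2P (555/632 nm).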
Tau fibril ThT – tau fibrillization inhibition (ThT binding). P10636. recombinant tau K18 P301L (four-repeat tau fragment), heparin-induced fibrillization, ThT fluorescence. Potency, µM (top dose mostly 57.4 µM), without a hit: top-dose activity, negative = inhibition, hits mostly inhibitors. 270,000 tested, 2.1% active. AID 1460; also: nearly all actives have a fitted effect of over 55% in size
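Heparin-induced (20 uM) aggregation of recombinant human K18 P301L tau, 15 uM unlabeled with 0.24 uM labeled, pH 7 acetate buffer, 6 hr at 37 C with compound. Fibrils quantified by 30 uM ThT fluorescence after 1 hr ambient incubation.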
Active calls of the source: *; ? = inconclusive; . = no result given; & = joins results of further samples; [ ] = dose if it differs, or a comment. Unless noted, calls follow the shape of the dose curve; as a rule, active = well fitted curve in the direction sought with a large enough effect; inconclusive = small, poorly fitted or top-dose-only effect, or another doubt; inactive = no such curve, though single readings can be large; an effect the other way counts as inactive or inconclusive. Unless noted, % is scaled to controls: 0 for no effect and ±100 for the full control effect; potency is read from the fitted curve at half-maximal effect.

SMILES	TRb SRC2 PPI	ALDH1A1 inh	L3MBTL1 block	Tau fluor counter	Tau fibril FP	GLA spleen mod	TR SRC2 fluor cs	Tau fibril ThT
CNC(=O)Cn1nc(-c2ccc(Cl)cc2)c2ccccc2c1=O	10%	.	.	-16%	2%	.	-2%	-14%
CN(C)CCCN(C(=O)COc1ccc(Cl)cc1)c1nc2ccc(F)cc2s1	-4%	?	.	-5%	3%	-3%	-2%	0%
c1ccc(Nc2nc(NCC3CCCO3)c3ccccc3n2)cc1 (stereo unspecified)	9%	?	9%	-25%	-13%	4%	-4%	-10%
CC(C)NC(=O)C1CCCN(c2ncnc3c2nc2n3CCCCC2)C1 (stereo unspecified)	-1%	.	.	2%	4%	.	?	-2%
CCCOc1ccc(C(=O)Nc2c[nH]c(=O)[nH]c2=O)cc1	0%	-1%	6%	0%	3%	-1%	-5%	4%
CCN1CCN(c2cc(C)c3cc(NC(=O)c4cnccn4)ccc3n2)CC1	7%	7%	-2%	-14%	1%	16%	-11%	?
CSc1ncccc1C(=O)Nc1ccc(S(=O)(=O)Nc2nccs2)cc1	7%	?	1%	-4%	-3%	-1%	-1%	-10%
CCOC(=O)C1CCCN(c2c(Nc3cccc(C)c3)c(=O)c2=O)C1 (stereo unspecified)	0%	-1%	1%	-3%	2%	-3%	0%	-6%
CCCOc1cccc(C2/C(=C(/O)c3ccncc3)C(=O)C(=O)N2CCCN(C)C)c1 (stereo unspecified)	-10%	3%	.	-7%	-8%	1%	-2%	-20%
CCn1c(C(=O)N2CCCC(C(=O)NCCc3ccc(C)cc3)C2)cc2sccc21 (stereo unspecified)	5%	32µM*	-8%	-7%	-1%	-16%	0%	-14%
C=CCOC(=O)C(C(C)=O)C(NC(=O)OC)c1ccco1 (stereo unspecified)	9%[11.2 µM]	11%[13.5 µM]	.	-15%[11.6 µM]	-2%[11.6 µM]	-1%[17.5 µM]	0%[11.2 µM]	-12%[11.5 µM]
O=C(Nc1ccc(N2CCOCC2)c(Cl)c1)c1ccccc1F	8%	?	.	-12%	0%	2%	0%	-11%
O=C(Oc1ccccc1C(=O)N1CCOCC1)c1ccccc1	-18%	5%	-4%	0%	-3%	14%	0%	0%
CSc1nc2cc(Oc3cccc(Cl)c3Cl)c(Cl)cc2[nH]1	1%	.	.	?	13µM*	-12%	3%	?
COc1ccc(-c2cc3nc4n(c(=O)c3s2)CCCCC4)cc1	-7%	?	8%	-6%	-5%	8%	2%	-6%
O=C(NCC1(c2ccccc2)CCCC1)c1ccco1	-9%	-1%	0%	6%	9%	1%	-3%	-3%
CCc1ccc(C(=O)c2cn(CC(=O)Nc3cccc(C)c3C)c3nc(C)ccc3c2=O)cc1	4%	.	.	-5%	-13%	.	-2%	?
CC(=O)Nc1ccc(NC(=O)/C=C/c2ccc3c(c2)OCO3)cc1	9%	-8%	3%	-12%	-2%	-3%	-1%	?
O=C(c1ccc(COc2ccccc2Cl)o1)N1N=C(C(F)F)CC1(O)C(F)F (stereo unspecified)	-5%	4%	-3%	-23%	10%	-2%	2%	?
CSc1c(-c2ccccc2)nc2ccccc2c1C(=O)O	0%	8%	8%	-3%	5%	8%	-3%	2%
C[C@H](NC(=O)OC(C)(C)C)c1nnc(SCc2c(F)cccc2Cl)o1	8%	.	.	-17%	-1%	.	3%	-10%
O=C(Nc1cccc(C(=O)N2CCN(c3ccc(F)cc3)CC2)c1)c1ccccc1	-5%	-15%	-7%	-26%	1%	-2%	1%	-10%
CC(C(=O)N1CCOCC1)N1C(=O)C2C3CC(C(Br)C3Br)C2C1=O (stereo unspecified)	-4%	0%	9%	4%	9%	3%	1%	5%
COc1ccc(NC(=O)Cn2c(=O)n(Cc3ccccc3OC)c(=O)c3cccnc32)cc1Cl	-6%	.	.	-27%	25µM*	.	4%	20%

Single records, as listed above. Order of values: TRb SRC2 PPI	ALDH1A1 inh	L3MBTL1 block	Tau fluor counter	Tau fibril FP	GLA spleen mod	TR SRC2 fluor cs	Tau fibril ThT
O=C(Oc1ccccc1C(=O)N1CCOCC1)c1ccccc1 reads -18%	5%	-4%	0%	-3%	14%	0%	0%
CC(C(=O)N1CCOCC1)N1C(=O)C2C3CC(C(Br)C3Br)C2C1=O (stereo unspecified) reads -4%	0%	9%	4%	9%	3%	1%	5%
CCc1ccc(C(=O)c2cn(CC(=O)Nc3cccc(C)c3C)c3nc(C)ccc3c2=O)cc1 reads 4%	.	.	-5%	-13%	.	-2%	?

(further entries)
SMILES	TRb SRC2 PPI	ALDH1A1 inh	L3MBTL1 block	Tau fluor counter	Tau fibril FP	GLA spleen mod	TR SRC2 fluor cs	Tau fibril ThT
CCCCN(C(=O)NC(=O)Nc1nc2ccc(OC)cc2s1)S(C)(=O)=O	8%	?	24%	-10%	-3%	-7%	0%	5%
COC(=O)c1ccccc1NC(=O)c1cn2c3c(ccc(Cl)c3c1=O)OC(C)C2 (stereo unspecified)	2%	.	.	-5%	-7%	.	?	-5%
Cc1ccccc1-c1nc(CN2CCCC(C(=O)NCc3cccnc3)C2)c(C)o1 (stereo unspecified)	-2%	6%	10%	9%	3%	4%	-1%	4%
CSc1ccccc1C(=O)OCC(=O)NC1CCS(=O)(=O)C1 (stereo unspecified)	4%	-6%	8%	3%	-2%	-6%	-1%	3%
O=c1[nH]c2ccc(NC(=S)Nc3ccc(Cl)cc3)cc2[nH]1	1%	7%	.	-8%	-3%	-8%	1%	-8%
CCc1nnc(NC(=O)c2cnccn2)s1	1%	?	.	-4%	-2%	0%	4%	-3%
Cn1nc([N+](=O)[O-])nc1Sc1ccc(C(C)(C)C)cc1	-16%	-3%	-3%	-13%	2%	6%	1%	-7%
COc1ccccc1NC(=O)c1cc2c(=O)n(C)c3ccccc3c2n1C	0%	.	.	11%	0%	1%	0%	.
Cc1ccc(NC(=O)c2ccc(F)c(S(=O)(=O)N3CCOCC3)c2)cc1F	-2%	?	4%	-29%	?	-1%	1%	0%
C/C(=N\n1nnnc1Nc1ccccc1)c1ccc(N)cc1	-1%	?	-4%	-10%	-8%	0%	-1%	-15%
CCn1nnnc1SCC(=O)Nc1ccc(OC)cc1	-6%	-3%	?	2%	5%	10%	-5%	-4%
C=CCn1cc([N+](=O)[O-])nc1C	-4%	14%	9%	2%	1%	3%	-1%	-3%
Cc1ccc(/C=N/NC(=O)CSCc2ccc(Cl)cc2)cc1	-4%	-8%	-3%	-24%	-5%	5%	-2%	0%
O=C(CCn1cccc1)Nc1ccccc1F	0%	-3%	-6%	-7%	-1%	-7%	-1%	-12%
COc1ccccc1C(=O)Nc1ccc2nc(N3CCC(C)CC3)cc(C)c2c1	9%	.	.	7.9µM*[quencher]	18%	.	-3%	8.9µM*
CCN(CC)S(=O)(=O)c1ccc(Cl)c(NC(=O)c2ccccc2C)c1	4%	?	0%	-8%	-9%	4%	0%	2%
Cc1coc2c(O)cc3c(c12)OC1(N2CCCCC2)C(=O)NCCCC31 (stereo unspecified)	-26%	20µM*	?	?	?	-1%	?	16µM*
O=C(c1ccc2snnc2c1)N1CCCCC1	-3%	-6%	1%	1%	0%	-4%	-1%	-2%
CCOc1cc(C(=O)N(C)c2ccccc2)cc(OCC)c1OCC	-2%	8%	10%	-7%	-4%	5%	-1%	6%
COC(=O)NNC1=CC(=O)CC(C)(C)C1	1%	1%	-14%	-3%	4%	2%	-1%	-1%
Nc1ccc(C(=O)OCc2nc3ccccc3s2)cc1	4%	10%	2%	-28%	2%	3%	0%	-15%
COc1cc(-c2nc(-c3ccc(NC(=O)c4ccc(Br)o4)cc3)no2)cc(OC)c1OC	0%	-1%	.	?	-15%	5%	-4%	?
CN(C)c1ccc(NC(=O)Cn2c(SCc3ccc(F)cc3)nc3ccncc32)cc1	8%	.	.	?	7%	.	-3%	-11%
N/C(=N\OC(=O)c1cc(Br)ccc1Cl)c1ccccn1	4%	-15%	14%	-7%	0%	3%	-3%	?
CCc1ccc2c(c1)C(NC(C)=O)C(=O)N2CC (stereo unspecified)	-22%	22µM*	-2%	0%	-6%	8%	2%	-9%
COC(=O)CNC(=O)/C=C/c1cc(Br)ccc1OC	-1%	1%	.	-5%	-4%	14%	-1%	-4%
Cc1noc(-c2ccc(-c3noc(-c4ccc(F)cc4)n3)cc2)n1	1%	.	.	-1%	-12%	.	-13%	-8%
Cc1ccc(NC(=O)C2(c3ccccc3)CCOCC2)c([N+](=O)[O-])c1	1%	6%	-1%	-8%	-3%	-1%	1%	-3%
O=[N+]([O-])c1ccc(SCCc2ccncc2)cc1	1%&2%	7.9µM*	-9%&-10%	-6%&-9%	2%&-4%	-1%&16%	-3%&-4%	?
Cc1ccc(C(=O)NCCSc2ccccc2)cc1S(=O)(=O)Nc1ccccc1	-3%	?	9%	?	-14%	-11%	-1%	-2%
CCOC(=O)/C=C1\SCC(=O)N1CC(=O)Nc1ccc(C(C)C)cc1	-8%	-8%	.	-25%	7%	-5%	-1%	-10%
CN(C)c1nc(SCCOC(=O)c2ccccc2)nc(N(C)C)n1	-18%	-1%	38%[activator]	-7%	2%	2%	4%	-8%
Cc1ccc(N2C(=O)[C@@H]3C(C(=O)CCN4C(=O)c5ccccc5C4=O)=NN[C@@H]3C2=O)cc1	-18%	?	-4%	-4%	9%	0%	0%	-11%
CCCCN1C(=O)CN(C2CCCCCC2)C(=O)C1c1ccc(OC(C)C)c(OC)c1 (stereo unspecified)	3%	.	.	7%	3%	.	-3%	3%
Cn1ncc2c(Nc3ccc([N+](=O)[O-])cc3)nc(Cl)nc21	-2%	14%	5%	-28%	4%	-11%	-4%	-17%
O=C(Nc1ccc(Cl)cc1)N1CCC(c2nc(-c3cccs3)no2)CC1	-3%	?	.	-12%	7%	-5%	-6%	-3%
COc1cc2c(cc1OC)C(C)N(C(=S)Nc1ccccc1)CC2 (stereo unspecified)	-1%	1%	-1%	-13%	?	-4%	-5%	-5%

Single values from the entries so far:
GLA spleen mod, `CCc1ccc2c(c1)C(NC(C)=O)C(=O)N2CC` (stereo unspecified) → 8%
TR SRC2 fluor cs, `CCCCN1C(=O)CN(C2CCCCCC2)C(=O)C1c1ccc(OC(C)C)c(OC)c1` (stereo unspecified) → -3%
GLA spleen mod, `Cn1ncc2c(Nc3ccc([N+](=O)[O-])cc3)nc(Cl)nc21` → -11%
